# human PMI inhibition – MPI enzyme activity inhibition – biochemical, fluorescence intensity, coupled assay, primary screen (AID 1209) | hit rate 0.42% among 190,000 | purified PMI enzyme, coupled fluorescence intensity; higher % means a stronger effect | one-dose inhibition, % at 20 µM; IC50 in µM for titrated hits;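 further: plate controls were DMSO vehicle for no effect and wells lacking substrate for full effect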
# SIAH1 antagonists – Siah-1 peptide-binding antagonists, primary screen, biochemical, fluorescence polarization, rhodamine-plectin, uHTS (AID 1817) | Siah-1 / rhodamine-plectin peptide fluorescence polarization; higher % means a stronger effect | displacement, % at 20 µM; hits with a dose series show IC50 in µM | hit rate 0.02% among 290,000;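 active means displacement of at least 50% at 20 µM, with a fluorescence ratio check between 0.3 and a set limit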;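 further: plate controls were Siah plus tracer with DMSO for no effect and tracer alone without Siah for full effect; strong numbers were not always called active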
# XIAP displacement – XIAP antagonists, biochemical, IAP family, fluorescence polarization (AID 1018). displacement, % at 20 µM, or IC50 in µM where a hit was titrated. hit rate 0.007% among 200,000. XIAP BIR domain, fluorescence polarization peptide displacement; higher % means a stronger effect; in the data active means displacement above about 50%; further: a part of the inactive calls stands beside numbers as strong as those of hits
# AID2073 – inhibitors of Mint1-CaV2.2 protein interaction, biochemical, HTRF (AID 2073); hit rate 0.19% among 290,000; inhibition, % at 20 µM, or IC50 in µM where a hit was titrated; HTRF protein-protein interaction, Mint1-CaV2.2; higher % means a stronger effect; in the data active means inhibition mostly above about 51%, no sharp cut-off; further: some results filed as inactive read as strong as hits
# LYP phosphatase – inhibitors of LYP phosphatase, biochemical, fluorescence intensity, uHTS (AID 1779); hit rate 0.054% among 290,000; inhibition, % at 11.5 µM; hits with a dose series show IC50 in µM; recombinant LYP phosphatase, fluorescence intensity; higher % means a stronger effect;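 further: plate controls were vehicle with enzyme for no effect and no enzyme for full effect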
# Dynein transport – blocks dynein driven cargo transport along microtubules; 3617.4 mouse cells, GR-EGFP nuclear translocation imaging; test concentration mostly 20 µM; stimulated with dexamethasone, 1 µM; active compounds read low; hit rate 0.47% among 220,000; z-score, hits read low;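 active means plate z-score of nuclear minus cytoplasmic receptor signal below a set negative limit, without overly bright fluorescence or cell loss, cut at about -3.5 in these data, passing the limit was not always enough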;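 further: z-score of nuclear minus cytoplasmic ring GR-EGFP intensity difference per well; some compounds called inactive have numbers as strong as hits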
#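 Buffer or medium: Induction medium lacking tetracycline, stripped serum | Also added: Dexamethasone agonist, 1.0 µM final, for 30 min | Timing: 48 h induction, 1 h compound, 30 min dex at 37 °C | Detection: Formaldehyde fixation, Hoechst nuclear stain, 10x automated fluorescence imaging | Measure: Nuclear versus cytoplasmic GR-EGFP signal, averaged per well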
# M1AAP inhibition – P. falciparum M1AAP inhibitors, biochemical, fluorogenic H-Leu-NHMec substrate, 1536-well (AID 1445) | recombinant M1AAP, H-Leu-NHMec fluorogenic kinetic assay; higher % means a stronger effect | one-dose inhibition, % at 30 µM; IC50 in µM for titrated hits | hit rate 0.42% among 220,000;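 active means primary inhibition above the hit cutoff, then over 50% inhibition at one or more dose response concentrations, cut at about 23% in these data, passing the limit was not always enough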;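 further: plate controls were DMSO full reaction for no effect and no enzyme background for full effect; strong numbers were not always called active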
# human PMI inhibitors – human PMI inhibitors, high substrate, primary screen, biochemical, fluorescence intensity, high mannose 6-phosphate (AID 1220); one-dose inhibition, % at 20 µM; IC50 in µM for titrated hits; recombinant PMI enzyme, coupled fluorescence intensity; higher % means a stronger effect; hit rate 0.66% among 190,000
# P. falciparum M17LAP – P. falciparum M17LAP inhibitors, primary screen, biochemical, fluorogenic H-Leu-NHMec substrate, 1536-well (AID 1619) | inhibition, % at 30 µM; hits with a dose series show IC50 in µM | hit rate 0.38% among 220,000 | recombinant M17LAP, H-Leu-NHMec fluorogenic kinetic assay; higher % means a stronger effect;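 active means compound inhibiting the enzyme by more than half at any dose during confirmatory dose-response retesting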;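 further: plate controls were full reaction with DMSO carrier for no effect and no enzyme background for full effect; strong numbers were not always called active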
# Dynein transport cytoplasmic EGFP – recorded beside Dynein transport, whose call it bears; z-score; measured here: cytoplasmic GR-EGFP intensity; active compounds read high
# Dynein transport nuclear GR-EGFP – second read-out of Dynein transport, no call of its own (marks repeat the call); z-score; measured here: nuclear GR-EGFP intensity;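 lower value marks the stronger effect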
# Dynein transport cell count – recorded beside Dynein transport, whose call it bears; z-score; measured here: cell count per field
# Numbers without * were called inactive; nt = not tested or not shown; & = joins results of further samples. Unless noted, no stated cut-off is given here; in the data, active means inhibition above about 50%; inactive means the rest. The order is random; about 2.1% have a hit in one of these screens.
# Every second line gives: human PMI inhibition, SIAH1 antagonists, XIAP displacement, AID2073, LYP phosphatase, Dynein transport, Dynein transport cytoplasmic EGFP, Dynein transport nuclear GR-EGFP, Dynein transport cell count, M1AAP inhibition, human PMI inhibitors, P. falciparum M17LAP
O=C(C1=C[C@@H](c2ccccc2)C[C@@H](OCc2ccc(CO)cc2)O1)N1CCOCC1
  7%, 2%, -1.6%, 0%, -9%, 0.48, -0.2, 0.54, -0.3, -1%, 4%, -4%
CONc1nc(NC(C)(C)C)nc(OCC#N)n1
  17%, -2%, -20%, 4%, 2%, 0.86, -0.17, 0.92, -1.8, -2%, 25%, 1%
CCCCC12CN3CC(C)(CN(C1)C31C(=O)N(C)c3ccc(C)cc31)C2=O (stereo unspecified)
  -5%, -1%, -7.2%, -5%, -2%, 0.061, -0.21, 0.73, 2.1, -4%, -7%, -18%
CCCCOc1ccc(C(=O)N/C(=C/C=C/c2ccccc2)C(=O)NCCCO)cc1
  21%, -2%, -7.1%, 18%, 2%, -0.22, -0.26, -0.067, 1, 5%, 14%, 11%
NCCCC[C@@H]1NC(=O)[C@H](CCC(=O)O)NC(=O)c2cc([N+](=O)[O-])cc(I)c2OCC[C@@H](C(N)=O)NC1=O
  -36%, 5%, -3.0%, 7%, 0%, 0.04, -0.27, 0.32, 0.83, 12%, -37%, 36%
CCN1CCN(Cc2cc(=O)oc3ccc(Cl)cc23)CC1
  1%, 3%, -4.2%, -9%, -6%, -0.62, -0.19, 0.0075, 0.27, 2%, 12%, 4%
Cn1nnnc1SCC(=O)Nc1cc(C(F)(F)F)ccc1N1CCOCC1
  -1%, 1%, -4.8%, -1%, -8%, -0.27, -0.025, 0.13, -0.37, -4%, 3%, -6%
Cc1ccc(-c2cn(-c3ccccc3)c3[n+]2CCCS3)cc1
  -3%&-11%, -7%&1%, -2.4%&-0.1%, -7%&3%, -11%&-5%, -0.47&-0.64, -0.17&0.08, -0.034&0.23, 0.12&0.18, -1%&1%, -4%&-9%, 13%&-1%
CCOC(=O)C1CCN(c2ncnc3c2cnn3-c2ccc(OC)cc2)CC1
  0%, 5%, -3.3%, 24%, -10%, 1.4, -0.42, 0.43, -0.16, 4%, 10%, 5%
Cc1cc(/C=C(\C#N)C(N)=O)c(C)n1-c1ccc(N2CCOCC2)c([N+](=O)[O-])c1
  4%, 0%, -12%, -1%, -2%, -0.42, -0.13, 0.11, 0.49, 7%, 0%, 14%
Cc1ccc(NC(=O)CCC(=O)c2cccs2)c(O)c1
  nt, -1%, nt, 6%, -8%, 0.99, -0.16, 0.99, -2.1, 6%, nt, 4%
Cc1nn(C(C)C)c(C)c1[C@@H]1C[C@H]2CN(Cc3cccc(Cl)c3)C(=O)[C@]23CCCN13
  nt, 16%, nt, -8%, -5%, -0.41, -0.23, -0.25, 0.78, -1%, nt, 11%
CC(C)(C)c1nnc(NC(=O)c2cccnc2)s1
  2%, -4%, -4.2%, -3%, -6%, -0.69, -0.17, -0.14, 0.89, 4%, 2%, -6%
COc1cccc(N2CCCn3c2nc2c3c(=O)n(CCN3CCOCC3)c(=O)n2C)c1
  9%, -3%, -3.1%, -5%, -9%, 0.062, -0.39, 0.3, 0.32, -2%, 10%, -1%
Cc1ccc(-c2cn3nc(C)c(C)nc3n2)cc1
  -39%, 3%, -4.8%, 20%, 0%, -0.31, -0.14, 0.087, 0.91, 3%, -71%, -18%
Cn1c(Cn2c(=O)sc3ccccc32)nnc1SCC(=O)Nc1ccc(F)cc1
  -1%, 1%, -1.6%, 5%, -3%, 1.5, -0.17, 1.2, -0.4, -6%, 6%, 2%
Cc1cccc(N2CCN(C(=O)c3ccc(NC(=O)C4CCCO4)cc3)CC2C)c1 (stereo unspecified)
  -1%, 2%, -2.2%, -9%, -6%, 0.24, -0.23, 0.48, 0.49, 0%, -14%, 5%
CCOC(=O)C(NC=O)(NC(C)(C)C)C(=O)OCC
  11%, -3%, -0.3%, -1%, 1%, 0.66, 0.37, -0.055, 0.26, 6%, 45%, 4%
COc1ccc2c(c1)C1=NN(/C(C)=C/C(C)=O)C(c3cccc(F)c3)C1CC2 (stereo unspecified)
  20%, 4%, 2.7%, 6%, 2%, -0.89, -0.18, -0.61, 0.3, 8%, 45%, -4%
Fc1ccccc1-c1nc(NCCCN2CCOCC2)c2ccccc2n1
  0%, 11%, -10%, 16%, -2%, -0.96, -0.27, 0.24, 0.59, 10%, 0%, -8%
O=C(COC(=O)CCc1ccccc1)Nc1cc(S(=O)(=O)N2CCOCC2)ccc1N1CCCC1
  -3%, 2%, -13%, 20%, 4%, -0.74, -0.26, -0.014, 0.63, 0%, 7%, -1%
COc1ccccc1NC(=O)CN(Cc1ccco1)C(=O)c1cccs1
  -6%, -2%, -3.0%, 8%, 5%, 0.32, -0.24, 0.019, -0.86, -14%, -9%, 4%
Cc1ccnc(NS(=O)(=O)c2ccc(NC(=O)/C=C/c3ccccc3)cc2)n1
  nt, 4%, nt, -7%, 5%, -0.61, -0.29, 0.097, 1.3, 8%, nt, 11%
CCN(C(=O)COc1cccc2cccnc12)C1CCS(=O)(=O)C1 (stereo unspecified)
  18%, -5%, -0.5%, 30%, -8%, -0.23, -0.25, -0.067, 0.99, -1%, 63%*, 7%
CCc1cc(=O)oc2cc(OCC(N)=O)c(Cl)cc12
  8%, 2%, -18%, -1%, -8%, 0.33, -0.14, 0.22, 0.00066, -3%, 3%, -3%
CCn1c(=O)c(C(=O)NNS(=O)(=O)c2ccc(C)cc2)c(O)c2ccccc21
  2%, 3%, -0.7%, 2%, 2%, -0.51, -0.25, 0.011, -0.091, 6%, -4%, -2%
O=C(CCCN1C(=O)/C(=C/c2ccco2)SC1=S)Nc1ccccc1C(=O)O
  nt, 36%, nt, -11%, -2%, -0.22, -0.23, -0.098, 0.51, 102µM*, nt, 47%
Cc1ccc(C(=O)NC(C)c2nc3ccccc3n2CC(=O)Nc2c(C)cc(C)cc2C)cc1 (stereo unspecified)
  nt, -5%, nt, 50%, -16%, 0.26, -0.26, 0.57, -0.8, 2%, nt, -10%
COc1ccc2c(CC(=O)Nc3ccc(OC)c(NS(=O)(=O)c4ccc(F)cc4)c3)coc2c1
  12%, 5%, -2.8%, 6%, 5%, 1.3, -0.11, 1.2, -1, 10%, 10%, 3%
CCOc1cc(CNc2ccc(N3CCOCC3)cc2)cc(Br)c1OCC
  6%, -8%, -1.8%, -30%, 0%, -1.3, -0.18, -0.13, 0.76, 11%, 15%, 4%
CC(C(=O)OCC(=O)c1ccccc1)N1C(=O)C2C3CCC(C3)C2C1=O (stereo unspecified)
  -13%, 6%, -3.6%, 5%, -6%, -0.48, -0.11, 0.5, -0.59, 7%, -15%, 3%
CCOc1ccccc1NC(=O)CN(c1ccc(C)cc1)S(=O)(=O)c1c(C)n[nH]c1C
  5%, -3%, -4.5%, -6%, -5%, -1.3, -0.2, -0.51, 0.66, -2%, 7%, -7%
CCOC(=O)C1CCN(CCC(=O)Nc2ccc(C)c(C)c2)CC1
  -2%, 8%, -2.3%, -3%, -2%, -0.57, -0.13, -0.2, -0.28, 7%, -4%, 8%
CC(C)C(C(=O)Nc1ncn[nH]1)N1C(=O)c2ccccc2C1=O (stereo unspecified)
  11%, 5%, -4.5%, -4%, -3%, -0.22, 1.3, 0.39, 0.25, 6%, 18%, 5%
NS(=O)(=O)c1ccc(NC(=O)/C=C/c2ccco2)cc1
  19%, 6%, -9.1%, 30%, 2%, 0.52, -0.22, 0.25, -0.048, 3%, 27%, 22%
CCc1nnc(NC(=O)Cn2ccc(C(F)(F)F)n2)s1
  -5%, 2%, 0.1%, -3%, 4%, -1.3, -0.3, -0.33, 1.1, -4%, -6%, 0%
CCOC(=O)C1CCN(C(=O)CCc2nc3ccccc3[nH]2)CC1
  13%, 2%, -1.3%, -3%, 4%, -0.47, -0.12, 0.16, -0.083, 3%, 18%, -2%
CCCc1nc2c(sc3nc4c(cc32)COC(C)(C)C4)c(=O)n1Cc1ccco1
  10%, 18%, -2.9%, 43%, -2%, -2.5, 0.013, -1.2, 1.4, 4%, 2%, 10%
COc1ccc2c(C=Nc3c(C)n(C)n(-c4ccccc4)c3=O)c(O)n(Cc3ccco3)c(=O)c2c1
  1%&10%, 6%&5%, 3.3%&0.3%, 12%&22%, 7%&0%, 1&0.055, 0.43&0.00017, 0.78&-0.34, -0.56&-0.079, 0%&-3%, 8%&4%, 3%&-6%
CCCn1c(=O)c(C(=O)Nc2nnc(CC)s2)c(O)c2ccccc21
  4%, 5%, 0.5%, 31%, -9%, nt, nt, nt, nt, nt, 2%, nt
O=C(/C=C/c1ccccc1[N+](=O)[O-])c1ccccc1Br
  -1%, 2%, -4.5%, 10%, 3%, -3.3, 3.5, -1.5, 0.085, 2%, 4%, -5%
Cc1c(C(=O)N2CCCCC2)sc(NC(=O)C2CC2)c1C#N
  -4%, -2%, 1.0%, 7%, -1%, -0.49, -0.21, -0.076, 0.3, 1%, 1%, 1%
Cn1c(SCC(=O)N2CCOCC2)nnc1-c1cnccn1
  16%, -2%, 0.9%, 16%, -5%, -0.0082, -0.21, 0.65, -1.4, -2%, 10%, 2%
COc1ccccc1CNC(=O)c1ccc(C)s1
  6%, 6%, 0.5%, -6%, -4%, -0.43, -0.16, -0.056, 0.38, 0%, -3%, -1%
CCOC(=O)C(C)Oc1cccc2c(=O)n(CC(=O)NCc3ccc4c(c3)OCO4)ccc12 (stereo unspecified)
  -8%, -1%, -2.2%, -4%, 4%, 0.25, -0.18, 0.18, -0.25, 3%, -10%, 2%
COc1ccc(C2c3c(-c4cc(Cl)c(C)cc4O)n[nH]c3C(=O)N2Cc2cccnc2)cc1OC (stereo unspecified)
  10%, -2%, -8.9%, 1%, 5%, 0.13, -0.36, 0.37, 0.67, 1%, 3%, 13%
c1ccn2cc(CSc3nnc4ccccn34)nc2c1
  -5%, -2%, -5.8%, 11%, -8%, -0.55, -0.21, -0.11, 0.75, 3%, -12%, -1%
O=C(N/N=C/c1ccc(OC(F)F)cc1)c1ccc(Br)cc1
  -6%, 43%, 3.8%, 7%, 10%, -0.41, -0.32, -0.56, 1.1, 4%, -6%, -18%
Cc1ccc(C)c(NC(=O)Cn2nnc(C(=O)Nc3c(C)cccc3C)c2N)c1
  -6%, 3%, -3.1%, 3%, -8%, -0.048, -0.35, 0.037, 0.23, -6%, -3%, -6%

# Assay outcomes: PubChem, several laboratories
